From PubChem
MT1-MMP txn act – MT1-MMP promoter reporter activation – cell-based, luciferase luminescence, primary screen; HT1080 MT1-MMP promoter luciferase reporter, overnight; stronger effect = higher value; 0.16% of 86,000 active; activation factor at 10 µM;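 active = activation factor of at least 2 for MT1-MMP transcription at 10 µM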
Active calls of the source: *. A portion of the library, so the mix of outcomes need not match the whole.

SMILES	MT1-MMP txn act
CCN(CC)CCCN1C(=O)C(O)=C(C(C)=O)C1c1ccc(OC)cc1OC (centres undefined)	1.2
COC(=O)[C@@]1(Cc2ccccc2)[C@H]2c3cc(C(=O)N(C)C)n(CCF)c3C[C@H]2CN1C(=O)c1ccccc1	1.1
Cn1c2c(c(=O)n(C)c1=O)C(c1cccc(Br)c1)C1C(=O)c3ccccc3C1=N2 (centres undefined)	1
Cc1cc2oc3c(c(=O)c2cc1C)C(c1ccc(C(C)C)cc1)N(CCCN1CCOCC1)C3=O (centres undefined)	1
O=C(OCN1C(=O)c2ccccc2C1=O)c1ccc2c(=O)n3c(nc2c1)CCC3	1
COc1ccc(-c2cn3c(C)c(C(=O)NCc4ccc5c(c4)OCO5)sc3n2)cc1	1.1
CCSc1oc(-c2cccs2)nc1S(=O)(=O)c1ccccc1	1.1
O=C(O)C(O)c1ccco1 (centres undefined)	1.3
C[C@@H](C(=O)NCc1ccccc1)[C@H]1C[C@]1(C)[C@H](NC(=O)OCc1ccccc1)c1ccccc1	1.2
COc1ccc(NC(=O)N(Cc2cccnc2)Cc2ccccc2Cl)c(OC)c1	0.9
Cn1c(N)cc(=O)n(Cc2ccccc2)c1=O	1.2
CCCCCn1c(NC2CCCCC2)nc2c1c(=O)[nH]c(=O)n2C	1.1
COC(=O)c1ccc(CN2[C@H](C(=O)OC)C[C@@]3(O)[C@H](O)[C@H](O)[C@H](O)C[C@@H]23)cc1	1.1
COC(=O)c1cccc(C23CC4(C2)[C@H](CN(Cc2ccc(-c5ccccc5)cc2)[C@@H]4c2ccccc2)C3c2ccccc2)c1 (some centres undefined)	1
O=C(CC1Oc2ccccc2NC1=O)NCCCN1CCN(C2CCCCC2)CC1 (centres undefined)	1.1
NS(=O)(=O)c1cc2c(cc1Cl)NCNS2(=O)=O	1.1
Cc1oc(-c2cccc(Cl)c2)nc1CN1CCC(C(=O)N2CCN(c3ccccn3)CC2)CC1	1.1
CCCCNC(=O)NS(=O)(=O)c1ccc(C)cc1	1.2
COCCNC(=O)Cn1c(=O)n(Cc2ccc(C(=O)NCc3ccco3)cc2)c(=O)c2ccccc21	1.3
CC(=O)N1CCCc2cc(S(=O)(=O)NC(C(=O)NC3CCCCC3)C(C)C)ccc21 (centres undefined)	1.1
CCOC(=O)N1CCN(C(=O)CCc2nc3sc4c(c3c(=O)[nH]2)CCCC4)CC1	1
CN(C(=O)c1ccccn1)c1nnc(-c2ccncc2)s1	1.1
CCCCn1c(NC(=O)c2ccc(F)cc2)c(C#N)c2nc3ccccc3nc21	1
CCCCNc1cc(C(=O)O)cc(S(N)(=O)=O)c1Oc1ccccc1	1.2
N#Cc1ccc(C23CC4(C2)[C@H](CN(Cc2ccc(-c5ccccc5)cc2)[C@@H]4c2ccccc2)C3c2ccc(C(F)(F)F)cc2)cc1 (some centres undefined)	1.1

Individual results from the list:
Value for Cn1c(N)cc(=O)n(Cc2ccccc2)c1=O under MT1-MMP txn act: 1.2
Value for CCN(CC)CCCN1C(=O)C(O)=C(C(C)=O)C1c1ccc(OC)cc1OC (centres undefined) under MT1-MMP txn act: 1.2

The list goes on:
SMILES	MT1-MMP txn act
CCOc1ccc(NC(=O)C2CSC(c3ccncc3)=N2)cc1 (centres undefined)	1.2
Cc1ccc(-c2nnc3ccc(SCC(=O)N4CCCCC4)nn23)cc1	1.2
Cc1cc(C)nc(-n2nc(C)cc2NC(=O)c2cc3ccccc3oc2=O)n1	1
COc1ccc(C2CC(c3ccc(Cl)cc3Cl)n3nc(N)nc3N2)cc1 (centres undefined)	1
Cc1ccccc1C1CC(c2ccc(Br)cc2)Nc2nc(N)nn21 (centres undefined)	1.3
CCSc1nc2sc3c(c2c2nnc(SCC(=O)NCc4ccco4)n12)CCCC3	1.1
COC(=O)c1ccccc1NC(=O)Cn1cnc2c(cnn2-c2ccc(C)c(C)c2)c1=O	1.1
COC(=O)c1ccc(C23CC4(C2)[C@H](CN(CC2CCCCC2)[C@@H]4c2ccccc2)C3c2ccc(C(F)(F)F)cc2)cc1 (some centres undefined)	1
Cc1ccc2cc(CN(Cc3cccs3)C(=O)c3ccco3)c3nnnn3c2c1C	1.1
Cc1cc(CNC(=O)[C@H]2C[C@@H]2[C@H](NP(=O)(c2ccccc2)c2ccccc2)c2ccccc2)nn1C	1
Oc1c(C(c2cccc(F)c2)N2CCN(Cc3ccccc3)CC2)sc2ncnn12 (centres undefined)	1
Cc1ccc(-n2c(CSc3nc(C)cc(C)n3)nnc2SCC(=O)Nc2nccs2)cc1	1.1
c1ccc(-c2nn3c(C4COc5ccccc5O4)nnc3s2)cc1 (centres undefined)	1.5
Cc1csc2ncc(C(=O)NCc3ccccn3)c(=O)n12	1.1
Cc1cc(N2CCN(C3CCCC3)CC2)n2nc(C)c(-c3ccccc3)c2n1	1.1
Cc1ccc(CNC(=O)[C@H]2C[C@@H]2[C@H](NP(=O)(c2ccccc2)c2ccccc2)c2ccccc2)c(F)c1F	1.2
CC1CC(C)CN(CCCNC(=O)CNC(=O)Cn2ccc3ccccc3c2=O)C1 (centres undefined)	1
COc1ccc(-n2nc(C(=O)NCc3ccco3)c3c4ccccc4n(C)c3c2=O)cc1	1.1
Brc1ccc(-c2nnc3sc(CN4CCc5ccccc5C4)cn23)cc1	1
CC(C)(NCc1ccccc1Cl)C(=O)O	1
CCOC(=O)c1ccccc1NC(=O)Cn1cnc2c(cnn2-c2ccc(OC)cc2)c1=O	1
CCOc1ccc(C(=O)Nc2cc(=O)n(C)c(=O)n2C)cc1	1
O=C1C(=O)N(CCCn2ccnc2)C(c2cccnc2)/C1=C(/O)c1ccc(Br)cc1 (centres undefined)	1.2
COCCN=C1OC(=O)N2C(=O)C3=C4[C@@H](C[C@H]5C(=O)N(CC(=O)OC)C(=O)[C@H]5[C@H]4[C@@]12Cc1ccccc1)[C@H]1C(=O)N(CC(=O)OC)C(=O)[C@H]1[C@H]3C	1.2
Cc1nc2c(c(=O)n1CC1CCCO1)c1nc3ccccc3nc1n2CCC(C)C (centres undefined)	0.9
More compounds follow.
SMILES	MT1-MMP txn act
COc1ccc(C2C(C(=O)NCCN3CCOCC3)c3ccccc3C(=O)N2C2CCCCC2)cc1 (centres undefined)	1.1
Cc1cccc2nc(Cn3c(=O)n(CCC(=O)NCc4ccco4)c(=O)c4ccccc43)cc(=O)n12	1.2
CCOC(=O)c1c(C)oc2cc3c(C(=O)OCC)c(C)oc3cc12	1.4
CCCCCCN(C(=O)CCCCCN1C(=O)NC(c2ccc(C(C)(C)C)cc2)C(C(=O)OCc2ccccc2)=C1C)C(C(=O)NCCCC)c1ccc(OCC(=O)OC)c(C(=O)OC)c1 (centres undefined)	1
Cn1c(=O)[nH]c(=O)c2c1nc(CN1CCN(c3ccccc3F)CC1)n2CC(N)=O	1
CCOC(=O)c1cnc(Nc2nc3ccccc3o2)nc1CSc1ncccn1	1.2
c1ccc(C2[C@H]3CN(Cc4cccnc4)[C@H](c4ccccc4)C34CC2(c2ccccc2)C4)cc1 (some centres undefined)	1.2
Nc1c(C(=O)NCC2CCCO2)c2nc3ccccc3nc2n1/N=C/c1ccncc1 (centres undefined)	1.1
Cn1c2c(c(=O)n(C)c1=O)C1c3ccccc3OCC1C(C)(C)O2 (centres undefined)	1.1
CN1C[C@@H]2C(c3ccc(Cl)nc3)C3(c4ccc(C#N)cc4)CC2(C3)[C@H]1c1ccccc1 (some centres undefined)	1.1
Cc1ccc(S(=O)(=O)N2c3ccc(S(N)(=O)=O)cc3CC2C)cc1 (centres undefined)	1.1
CC1(C(=O)NCCc2c[nH]c3ccccc23)C=CC2(CCCCC2)N1C(=O)c1ccccc1 (centres undefined)	1
COc1cccc(CN2CCNC(=O)C2CC(=O)O)c1OC (centres undefined)	1.3
O=C(CCn1c(=S)[nH]c2cc3c(cc2c1=O)OCO3)N1CCN(C2CCCCC2)CC1	1
Cc1c(Cl)cccc1Nc1ccccc1C(=O)O	1.1
COc1cccc(C2/C(=C(\O)c3ccc4c(c3)OCCO4)C(=O)C(=O)N2CCCN(C)C)c1OC (centres undefined)	0.9
CCSC1=C(C#N)C(c2ccccc2OC)CC(=O)N1 (centres undefined)	1.1
COc1ccc(N2CCN(Cc3nc4c(c(=O)[nH]c(=O)n4C)n3CC(C)=O)CC2)cc1	1.1
CCOC(=O)c1sc(NC(=S)n2cc(C)cn2)c(C(=O)OCC)c1C	1.1
COc1ccc(-c2coc3cc(O)cc(O)c3c2=O)cc1	1.1
CC(C)CC1(C(=O)NCc2ccccn2)C=CCN1C(=O)c1ccccc1 (centres undefined)	1
Cc1ccc(-c2nn3c(C)nnc3s2)cc1NC(=O)c1ccco1	1.2
COC(=O)c1ccc(C(NC(=O)OCc2ccccc2)/C(I)=C/[C@@H](C)C(=O)NCc2ccc(C)o2)cc1 (some centres undefined)	1.1
CO/N=C(\C(=O)N[C@@H]1C(=O)N2C(C(=O)O)=C(COC(N)=O)CS[C@H]12)c1ccco1	1.2
c1ccc(C2[C@H]3CN(CC4CCCCC4)[C@H](c4ccccc4)C34CC2(c2ccccc2)C4)cc1 (some centres undefined)	1.1
(continued)
SMILES	MT1-MMP txn act
Cc1ccc(C)c(OCCCC(C)(C)C(=O)O)c1	1.1
N#Cc1c(NC(=O)c2ccc(Br)o2)n(-c2ccccc2)c2nc3ccccc3nc12	0.9
COC(=O)[C@@]1(Cc2ccc(OC)cc2)[C@H]2c3cc(C(=O)N4CCCC4)n(C[C@H](O)CO)c3C[C@H]2CN1C(=O)c1ccccc1	1.3
O=C(N1CCOCC1)N1CCN(C(=O)N2CCOCC2)CC1	1.1
O=C(CSc1nnc(Cn2c(=O)sc3ccccc32)n1-c1ccccc1)N1CCCCCC1	1
Cc1cc(C)n2nc(SCC#N)nc2n1	1.2
Cc1cccn2c(=O)c3cc(C(=O)NCC4CCCO4)n(C)c3nc12 (centres undefined)	1.3
COC(=O)c1c(NC(=O)c2ccc(S(=O)(=O)N3CCOCC3)cc2)sc2c1CCN(C)C2	1.2
Cn1c(=O)c2nc(-c3ccc(Cl)cc3Cl)oc2c2ccccc21	1.2
Cc1ncc([N+](=O)[O-])n1CCO	1.2
O=C(CSc1c2c(nc3ccc(Cl)cc13)CCCC2)N1CCN(C(=O)c2ccco2)CC1	0.9
COC(=O)c1ccc(C(NC(=O)OCc2ccccc2)/C(I)=C/[C@@H](C)C(=O)NCc2ccncc2)cc1 (some centres undefined)	1
CCOC(=O)C1CCCN(C(=O)C2CCN(Cc3nc(-c4ccc(Cl)cc4)oc3C)CC2)C1 (centres undefined)	1
Cn1c(C(=O)N2CCN(c3ccc(Cl)cc3)CC2)cc2c(=O)n(C)c3ccccc3c21	1
COc1ccc(NC(=O)CCNS(=O)(=O)c2ccc3c(c2)c(=O)n(C)c(=O)n3C)c(OC)c1	1.3
NC(=O)N1c2ccccc2C=Cc2ccccc21	1.2
Cn1c(N)c(C(=O)COC(=O)c2cc(C(F)(F)F)nc3ccccc23)c(=O)n(C)c1=O	1
COC(=O)c1ccc(C(NC(=O)OCc2ccccc2)/C(C)=C/[C@@H](C)C(=O)N[C@@H](CO)Cc2ccccc2)cc1 (some centres undefined)	1.1
Cc1csc(NC(=O)CSc2nc(C(C)C)nc3c2c(=O)n(C)c(=O)n3C)n1	1
CCn1c(=O)c2cc(C(=O)N3CCN(C(=O)c4ccco4)CC3)sc2c2ccccc21	1.1
COC(=O)[C@@]1(Cc2ccc(F)cc2)[C@H]2c3cc(C(=O)N4CCCC4)n(Cc4ccc(C)o4)c3C[C@H]2CN1C(=O)c1ccccc1	1.1
CC(=O)NC(CCS(C)(=O)=O)C(=O)Nc1ccc(Oc2ccccc2)cc1 (centres undefined)	1.2
C#CCNC(=O)/C=C/c1ccc(C)cc1	1.1
CC1CCCC(C)N1c1nnc(N)s1 (centres undefined)	1.2
O=C1C(=O)N(CCCn2ccnc2)C(c2cccnc2)/C1=C(/O)c1ccccc1 (centres undefined)	1.1
Next part.
SMILES	MT1-MMP txn act
S=C(N=Nc1ccccc1)NNc1ccccc1	1.9
COc1cccc(C2C3=C(CCCC3=O)Nc3nc4ccccc4n32)c1OC (centres undefined)	1.3
Cc1cccn2c(=O)c3cc(C(=O)NC4CCCCC4)c(=N)n(CCN4CCOCC4)c3nc12	1.3
CCN(CC)c1ccc2cc(-c3nnc(-c4ccc(Br)cc4)o3)c(=O)oc2c1	1.3
CCCCOc1ccc(C(=O)CCN2CCCCC2)cc1	1.1
C[C@H]1C[C@H]2[C@@H]3CCC4=CC(=O)C=C[C@]4(C)[C@@]3(Cl)[C@@H](O)C[C@]2(C)[C@@]1(O)C(=O)CO	1
Cc1ccccc1Cn1c(=O)c2c(nc3n2CCN3Cc2ccco2)n(C)c1=O	0.8
C=C(C)Cn1c(CNC(C)=O)nc2ccccc21	1.1
CC(=O)NCc1cn2c(C)csc2n1	1.1

Grouped by structure: those above containing an aryl methoxy group.
SMILES	MT1-MMP txn act
CCN(CC)CCCN1C(=O)C(O)=C(C(C)=O)C1c1ccc(OC)cc1OC (centres undefined)	1.2
COc1ccc(-c2cn3c(C)c(C(=O)NCc4ccc5c(c4)OCO5)sc3n2)cc1	1.1
COc1ccc(NC(=O)N(Cc2cccnc2)Cc2ccccc2Cl)c(OC)c1	0.9
COc1ccc(C2CC(c3ccc(Cl)cc3Cl)n3nc(N)nc3N2)cc1 (centres undefined)	1
COc1ccc(-n2nc(C(=O)NCc3ccco3)c3c4ccccc4n(C)c3c2=O)cc1	1.1
CCOC(=O)c1ccccc1NC(=O)Cn1cnc2c(cnn2-c2ccc(OC)cc2)c1=O	1
COc1ccc(C2C(C(=O)NCCN3CCOCC3)c3ccccc3C(=O)N2C2CCCCC2)cc1 (centres undefined)	1.1
COc1cccc(CN2CCNC(=O)C2CC(=O)O)c1OC (centres undefined)	1.3
COc1cccc(C2/C(=C(\O)c3ccc4c(c3)OCCO4)C(=O)C(=O)N2CCCN(C)C)c1OC (centres undefined)	0.9
CCSC1=C(C#N)C(c2ccccc2OC)CC(=O)N1 (centres undefined)	1.1
COc1ccc(N2CCN(Cc3nc4c(c(=O)[nH]c(=O)n4C)n3CC(C)=O)CC2)cc1	1.1
COc1ccc(-c2coc3cc(O)cc(O)c3c2=O)cc1	1.1
COC(=O)[C@@]1(Cc2ccc(OC)cc2)[C@H]2c3cc(C(=O)N4CCCC4)n(C[C@H](O)CO)c3C[C@H]2CN1C(=O)c1ccccc1	1.3
COc1ccc(NC(=O)CCNS(=O)(=O)c2ccc3c(c2)c(=O)n(C)c(=O)n3C)c(OC)c1	1.3
COc1cccc(C2C3=C(CCCC3=O)Nc3nc4ccccc4n32)c1OC (centres undefined)	1.3
